Bioassay records as filed in PubChem BioAssay.
EWS-Fli block – EWS/Fli-driven NR0B1 reporter inhibitors, primary screen, A673 cells, NR0B1 luciferase, luminescence, MLPCN library; viability-normalised; inhibition, % at 12.6 µM; hit rate 0.67% among 350,000; AID 651661, 2012;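 active means mean inhibition of at least 50% after viability correction, with every replicate also passing that limit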;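 further: firefly luciferase signal divided by Alamar Blue viability fluorescence both relative to DMSO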
PAX8 inh HTS – inhibitors of PAX8-driven TPO luciferase reporter, primary screen, RMG-I cells, single concentration. SteadyGlo, 24 h. inhibition, % at 12.6 µM. hit rate 1.2% among 360,000. AID 652154, 2013;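 active means mean replicate inhibition at least 60% with every replicate also reaching 60%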;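 further: luciferase light reporting Pax8 driven TPO promoter activity; plate controls were median of neutral control wells for no effect and mitoxantrone controls for full effect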
LGR2 inh – inhibitors of bursicon-induced LGR2 CRE-luciferase signal, primary screen, cell-based, HEK293, CRE-luciferase reporter, bursicon stimulation; Drosophila bursicon receptor LGR2 (rickets); bursicon-stimulated, 4 h; inhibition, % at 9.99 µM; hit rate 0.35% among 380,000; AID 720647, 2013;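 active means drop in luminescence signal, shown as inhibition above about 50% in the replicate tests, limit read from the data, passing the limit was not always enough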;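 further: agonist challenge used bursicon conditioned medium at about half maximal strength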
PglD inh – C. jejuni PglD acetyltransferase inhibitors, primary screen, biochemical, DTNB colorimetric, single point. inhibition, % at 12.5 µM. purified PglD enzyme, DTNB colorimetric CoA detection. hit rate 0.098% among 360,000. UDP-N-acetylbacillosamine N-acetyltransferase PglD (Campylobacter jejuni); in the data active means inhibition above about 16%, passing the limit was not always enough; further: strong numbers were not always called active
PGC1a acetyl inh – inhibitors of PGC1a acetylation signal, primary screen, cell-based, U2OS, AlphaScreen, inhibitor mode; AlphaScreen anti-acetyl-lysine; with virally co-expressed GCN5 acetyltransferase; inhibition, % at 15.6 µM; hit rate 0.17% among 350,000;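 active means every replicate shows inhibition of at least 40%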;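 further: 0% = neutral control wells and 100% = positive control wells; some results beyond the cut were filed as inactive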
FN deposit inh – inhibitors of fibronectin matrix deposition, primary screen, AH1F cells, Alexa488-fibronectin fluorescence, plate reader; AH1F fibroblasts, overnight; inhibition, % at 12.6 µM; hit rate 0.086% among 350,000; AID 743247, 2014;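 active means mean inhibition across replicates of 30% or more, regardless of how many single replicates reach that level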;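 further: positive control wells lacked labelled fibronectin entirely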
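Material: AH1F fibroblasts assembling fluorescent fibronectin matrix; amount: 10000 AH1F cells/well; medium: DMEM, 2% serum; reagent: Alexa488-fibronectin, 24 nM final in well; dosing: single compound dose, delivered by pin transfer; incubation: 1 h adhesion, overnight exposure; detection: fluorescence after three HBSS washes, excitation 485 nm, emission 525 nm; measure: fibronectin deposition inhibition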
S100A4 inh HTS – inhibitors of S100A4-myosin IIA peptide binding, primary screen, biochemical, fluorescence polarization, TAMRA-MyoIIA peptide; hit rate 0.14% among 360,000; inhibition, % at 10.7 µM; Protein S100-A4 (Homo sapiens), P26447;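 active means mean inhibition of at least 70% across replicates, with every replicate also reaching that level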
Target sequence (P26447 whole entry, looked up): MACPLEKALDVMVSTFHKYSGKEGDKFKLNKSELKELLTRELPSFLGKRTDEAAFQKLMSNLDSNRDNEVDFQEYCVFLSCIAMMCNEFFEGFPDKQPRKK
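System – human S100A4 monomer protein, biochemical binding assay · Buffer or medium – Calcium-containing HEPES buffer, pH 7.2 · Timing – 5 min between mix addition and reading · Also added – TAMRA-labelled myosin IIA heavy-chain peptide probe, 5 nM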
ERAP1 inh – human ERAP1 aminopeptidase inhibitors, primary screen, biochemical, single point, plate reader. Endoplasmic reticulum aminopeptidase 1 (Homo sapiens), Q9NZ08. recombinant ERAP1, Leu-AMC fluorescence, 60 min. inhibition, % at 10.7 µM. hit rate 0.15% among 340,000. AID 652197, 2013;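 active means mean replicate inhibition of at least 30%, or all replicates individually reaching that 30% level; inactive means mean below 30% and not every replicate reaching it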;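 further: 0% = neutral control wells and 100% = L-leucinethiol positive control wells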
Target sequence (Q9NZ08 whole entry, looked up): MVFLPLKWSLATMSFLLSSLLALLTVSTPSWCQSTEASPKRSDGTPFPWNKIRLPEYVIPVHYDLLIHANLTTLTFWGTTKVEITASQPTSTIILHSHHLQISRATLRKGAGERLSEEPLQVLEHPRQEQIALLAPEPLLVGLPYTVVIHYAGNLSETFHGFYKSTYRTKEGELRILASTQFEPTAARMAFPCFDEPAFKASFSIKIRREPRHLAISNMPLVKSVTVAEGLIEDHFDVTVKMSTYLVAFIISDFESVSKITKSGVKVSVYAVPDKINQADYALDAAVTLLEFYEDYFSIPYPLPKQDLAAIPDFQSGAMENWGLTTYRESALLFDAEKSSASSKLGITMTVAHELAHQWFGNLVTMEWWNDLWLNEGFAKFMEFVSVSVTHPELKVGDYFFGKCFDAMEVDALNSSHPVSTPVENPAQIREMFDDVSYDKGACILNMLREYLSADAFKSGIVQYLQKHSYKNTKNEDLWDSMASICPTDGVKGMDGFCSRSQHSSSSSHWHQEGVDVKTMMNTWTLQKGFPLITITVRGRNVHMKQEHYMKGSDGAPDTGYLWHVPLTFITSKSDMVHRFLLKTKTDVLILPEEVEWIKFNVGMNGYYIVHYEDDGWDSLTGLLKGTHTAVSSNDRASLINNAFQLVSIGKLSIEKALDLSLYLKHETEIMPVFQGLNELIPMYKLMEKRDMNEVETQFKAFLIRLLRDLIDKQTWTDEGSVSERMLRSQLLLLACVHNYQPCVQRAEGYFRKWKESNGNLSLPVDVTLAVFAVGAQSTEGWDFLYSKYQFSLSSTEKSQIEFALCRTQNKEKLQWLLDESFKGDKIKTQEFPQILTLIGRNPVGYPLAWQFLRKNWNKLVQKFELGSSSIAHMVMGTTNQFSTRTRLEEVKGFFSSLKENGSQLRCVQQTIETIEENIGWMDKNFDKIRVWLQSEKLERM
The depositor's hits bear a star; · = no result given; & = joins results of further samples.

SMILES	EWS-Fli block	PAX8 inh HTS	LGR2 inh	PglD inh	PGC1a acetyl inh	FN deposit inh	S100A4 inh HTS	ERAP1 inh
COC(=O)CN1C(=S)N(c2ccc(F)cc2)C(=O)C1CC(=O)Nc1ccc(F)cc1 (stereo unspecified)	11	0	5	2	-13	-3	-2	·
O=S(=O)(c1cnc[nH]1)N1CCN(c2ccc(F)cc2)CC1	3	-8	-20	·	2	-3	7	1
COc1ccc(NC(=O)Nc2ccc3c(c2)CC(=O)N([C@H](C)CO)C[C@H](C)[C@H](CN(C)C(=O)Nc2ccccc2)O3)cc1	-4	-8	-20	1	0	0	10	0
C/C=C/c1ccc2c(c1)O[C@H](CN(C)S(C)(=O)=O)[C@@H](C)CN([C@@H](C)CO)S2(=O)=O	7	·	-9	-1	-3	-18	30	0
Cc1ccc(C(=O)OCC(=O)N2CCNC2=O)c(C)c1	-45	-126	-51	3	·	6	-2	-5
CCN(C(=O)CO/N=C/c1ccc(OC)cc1OC)c1c(N)n(Cc2ccccc2)c(=O)[nH]c1=O	3	5	-8	3	·	-1	6	-2
COc1ccc(NC(=O)c2cc(C)cc(C)c2)cc1S(=O)(=O)N1CCCCC1	1	11	-1	5	0	12	-6	0
CCOC(=O)N/N=C/c1cc(OC)c(O)c(OC)c1	-14	18	·	·	·	-6	1	-2
Cc1ccc(NCc2nnc(SCC(N)=O)n2CCc2ccccc2)cc1	5	·	5	·	·	·	1	3
CCOc1ccc(NC(=O)C2CCCN(S(=O)(=O)c3ccc4c(c3)CC(C)N4C(C)=O)C2)cc1 (stereo unspecified)	·	12	4	-1	-9	-5	0	0
CC(=O)Nc1ccc(NC(=O)COc2ccc(S(=O)(=O)N3CCCC3)cc2)cc1	0	-19	-4	-2	-3	-4	-5	1
CCOC(=O)c1sc2ncc([N+](=O)[O-])cc2c1N	-10	3	-23	·	·	-6	-8	-1
Cc1ccccc1OCCNC(=O)c1ccc2ccccc2n1	·	-158	-86	-2	·	4	·	·
CCOc1ccc(C(=O)NC2CCN(S(=O)(=O)c3ccccc3)CC2)cc1	1	0	-10	-6	·	3	0	0
C[C@H]1CN([C@@H](C)CO)S(=O)(=O)c2ccc(C3=CCCCC3)cc2O[C@@H]1CN(C)S(=O)(=O)c1cn(C)cn1	-2	3	-6	·	16	·	·	·
Cc1ccc(C(=O)NCCSC2CCCCC2)cc1S(=O)(=O)Nc1ccccc1	4	·	4	·	-42	·	10	-2
COc1ccc(C(C)(C)C)cc1NC(=O)c1[nH]c(C)c(C(C)=O)c1C	-25	0	5	2	-4	1	-9	-2
CC(C)OC(=O)CCCNc1ccc([N+](=O)[O-])cc1[N+](=O)[O-]	-2	32	·	-5	4	5	-1	6
CC(=O)N1CCN(C(=O)CSc2nnc(C)n2-c2ccccc2)CC1	2	-12	-7	3	9	7	0	-3
Cc1ccc(C2C(=O)c3ccccc3C2=O)cc1	-23	-10	-4	-9	10	1	-4	-1
COc1ccc(C(C(=O)NCc2ccccc2)N(C(=O)c2snc(C(N)=O)c2N)c2ccccc2OC)cc1 (stereo unspecified)	1	11	7	10	·	-6	-1	0
COC(=O)c1ccc2[nH]c3cccc(/C(=C/c4ccccc4)c4ccccc4)c3c2c1	0	17	·	0	-61	7	-2	6
CNC(=O)C(=O)Nc1cc2c3c(c1)CCC(=O)N3CCC2	2	-2	6	-3	4	5	-4	2
CCOCCn1c(-c2ccccc2)nc2ccccc21	1	6	32	-6	3	1	-4	-4
COCCn1c(=O)[nH]c(=O)c2c1nc(-c1ccc(-c3ccc(Cl)cc3[N+](=O)[O-])o1)n2Cc1ccccc1	19	23	·	·	·	4	-4	2
Cc1nn(CCCC(=O)Nc2cnn(Cc3ccc(F)cc3)c2)c(C)c1[N+](=O)[O-]	-6	14	2	-2	11	5	5	-1
CCOC(=O)c1c(-c2ccccc2)csc1NC(=O)c1cc(-c2ccccc2OC)on1	-2	15	20	·	10	-4	-1	·
CCOC(=O)N1CCC(NC(=O)c2cc3c(-c4ccc(OC)c(OC)c4)nn(C)c3s2)CC1	·	18	·	-1	-7	17	·	·
C[C@H]1CN([C@@H](C)CO)C(=O)Cc2cc(NC(=O)CCC(F)(F)F)ccc2O[C@H]1CN(C)C	9	-14	-27	0	1	·	-5	0
CC(OC(=O)c1cc2sccc2n1C)C(=O)NCc1ccco1 (stereo unspecified)	-5	·	-11	·	·	·	1	-2
O=C(C[C@H]1C=C[C@@H](NC(=O)c2ccncc2)[C@@H](CO)O1)Nc1ccc(-c2ccccc2)cc1	·	·	35	·	-2	·	2	1
C[C@H]1CN([C@@H](C)CO)C(=O)Cc2cc(NC(=O)Cc3ccccc3)ccc2O[C@H]1CN(C)S(=O)(=O)c1cccs1	2	0	19&-6	-5	14	13&-2	-4	-4
COc1ccc(S(=O)(=O)N2CCC(C(=O)NCCC3=CCCCC3)CC2)cc1OC	·	·	-1	-2	-5	·	-6	1
O=C(NNC(=O)c1cc2cc(Br)ccc2oc1=O)c1ccc(O)cc1O	·	8	3	·	-1	-5	·	·
Cc1ccc(/C=C2\SC(=S)N(CCCC(=O)NC3CCCC3)C2=O)cc1	·	25	-5	7	·	·	1	-1
Cc1cc(NC(=O)CSCC(=O)Nc2ccccc2N2CCCCC2)no1	-7	-13	3	-2	·	3	1	5
CCCOc1ccc(Cl)cc1Nc1nc(NCCO)nc(N2CCCC2)n1	2	-2	-7	2	·	1	-8	-2
COc1cccc(N2CCN(C(=O)CCc3nnc4ccc(N5CCOCC5)nn34)CC2)c1	1	25	4	4	-1	-3	-2	-5
CO[C@@H]1CN(C)C(=O)c2cc(NS(=O)(=O)c3ccc(C)cc3)ccc2OC[C@H](C)N(C(=O)NC(C)C)C[C@@H]1C	10	·	-1	1	-18	-3	-4	-2
O=c1c(=O)n(CCO)n(CCO)c(=O)n1CCO	-6	6	-5	-6	4	5	-6	-5
O=C1CCC([N+](=O)[O-])C(c2ccc(-c3ccccc3)cc2)N1 (stereo unspecified)	-1	13	-1	·	·	4	0	·
Cc1ccc(S(=O)(=O)N(C)C[C@H]2Oc3ccc(NC(=O)Nc4ccccc4)cc3C(=O)N([C@@H](C)CO)C[C@@H]2C)cc1	2	0	15	2	4	·	0	-2
C[C@H]1COc2cc(N3CCSCC3)ccc2S(=O)(=O)N1	-1	-4	5	·	·	7	-3	·
CC(=O)c1ccc(N2C(=O)CC(N3CCN(S(=O)(=O)c4cc(C)ccc4C)CC3)C2=O)cc1 (stereo unspecified)	2	·	13	·	0	1	-9	-2
O=Cc1ccc(-c2ccc([N+](=O)[O-])cc2Cl)o1	-3	0	6	·	·	·	0	3
C[C@@H]1CN([C@@H](C)CO)C(=O)c2cc(NC(=O)CCC(F)(F)F)ccc2O[C@H]1CN(C)S(=O)(=O)c1cccs1	-1	·	3	1	1	5	2	0
Cc1ccc(-n2cnn(-c3ccc([N+](=O)[O-])cc3[N+](=O)[O-])c2=O)cc1	-27	-59	-31	7	-2	0	-4	-1
O=C(NC1CC2CCCC(C1)N2C(=O)NC1CCCCC1)c1ccc(F)cc1 (stereo unspecified)	·	11	·	-1	2	0	·	·

Single records, as listed above. Screens in order: EWS-Fli block	PAX8 inh HTS	LGR2 inh	PglD inh	PGC1a acetyl inh	FN deposit inh	S100A4 inh HTS	ERAP1 inh
Cc1nn(CCCC(=O)Nc2cnn(Cc3ccc(F)cc3)c2)c(C)c1[N+](=O)[O-] reads -6	14	2	-2	11	5	5	-1
C[C@H]1CN([C@@H](C)CO)C(=O)Cc2cc(NC(=O)Cc3ccccc3)ccc2O[C@H]1CN(C)S(=O)(=O)c1cccs1 reads 2	0	19&-6	-5	14	13&-2	-4	-4

Additional compounds follow:
SMILES	EWS-Fli block	PAX8 inh HTS	LGR2 inh	PglD inh	PGC1a acetyl inh	FN deposit inh	S100A4 inh HTS	ERAP1 inh
Cc1ccn2cc(CNS(=O)(=O)c3ccc4ccccc4c3)nc2c1	-1	11	1	4	·	6	10	1
COC(=O)CSc1nc2ccc(NC(C)=O)cc2s1	·	-48	·	0	16	3	·	·
NS(=O)(=O)c1ccc2nc(NC(=O)C3CCCO3)sc2c1 (stereo unspecified)	10	-23	·	·	·	-3	-1	-2
O=C(CSc1nc(-c2cccs2)cc(C(F)(F)F)n1)Nc1cc(OCC(F)(F)F)cc([N+](=O)[O-])c1	6	3	-7	·	·	-6	0	5
O=C(CSC1=NS(=O)(=O)c2cc(F)ccc2N1)Nc1ccccc1F	0	-20	0	·	·	0	1	-4
CC1(C)Cc2ccccc2-c2n[nH]c(=S)n21	-7	·	12	3	-1	2	-3	27
O=C(c1ncc[nH]1)c1ccccc1C(=O)N1CCOCC1	7	·	-6	-4	25	·	-3	0
Cc1ccc(-c2nnc(SC(C)C#N)n2N)cc1 (stereo unspecified)	·	-9	·	-3	-3	1	·	·
CCCNC(=O)N1[C@@H]2CN(C(=O)Nc3ccc(F)cc3)c3ccccc3[C@@H]2[C@@H]1CO	-1	-28	-7	1	1	·	-4	0
O=C(CC1CC1)N1CC(=O)N2[C@H](C1)[C@@H](c1ccc(C#Cc3ccccc3)cc1)[C@@H]2CO	-2	·	3	·	7	·	-51	0
Cc1cc(NC(=O)Cn2nc(C(=O)O)c3ccccc3c2=O)ccc1Br	4	11	-7	-4	·	-1	-3	5
O=C(Nc1ccccc1N1CCCCC1)C1CCN(C(=O)c2ccc(Cl)cc2)CC1	3	14	14	-2	24	1	19	4
O=C1CCC/C(=N\NC(=O)c2ccc(COc3cccc4cccnc34)cc2)C1	·	-4	-11	-106	3	-9	·	·

Twelve structures out of the list, ordered by heavy-atom count, descending:
SMILES	EWS-Fli block	PAX8 inh HTS	LGR2 inh	PglD inh	PGC1a acetyl inh	FN deposit inh	S100A4 inh HTS	ERAP1 inh
C[C@@H]1CN([C@@H](C)CO)C(=O)c2cc(NC(=O)CCC(F)(F)F)ccc2O[C@H]1CN(C)S(=O)(=O)c1cccs1	-1	·	3	1	1	5	2	0
O=C(CSc1nc(-c2cccs2)cc(C(F)(F)F)n1)Nc1cc(OCC(F)(F)F)cc([N+](=O)[O-])c1	6	3	-7	·	·	-6	0	5
O=C(CC1CC1)N1CC(=O)N2[C@H](C1)[C@@H](c1ccc(C#Cc3ccccc3)cc1)[C@@H]2CO	-2	·	3	·	7	·	-51	0
CCCNC(=O)N1[C@@H]2CN(C(=O)Nc3ccc(F)cc3)c3ccccc3[C@@H]2[C@@H]1CO	-1	-28	-7	1	1	·	-4	0
O=C1CCC/C(=N\NC(=O)c2ccc(COc3cccc4cccnc34)cc2)C1	·	-4	-11	-106	3	-9	·	·
O=C(NC1CC2CCCC(C1)N2C(=O)NC1CCCCC1)c1ccc(F)cc1 (stereo unspecified)	·	11	·	-1	2	0	·	·
Cc1cc(NC(=O)Cn2nc(C(=O)O)c3ccccc3c2=O)ccc1Br	4	11	-7	-4	·	-1	-3	5
Cc1ccc(-n2cnn(-c3ccc([N+](=O)[O-])cc3[N+](=O)[O-])c2=O)cc1	-27	-59	-31	7	-2	0	-4	-1
NS(=O)(=O)c1ccc2nc(NC(=O)C3CCCO3)sc2c1 (stereo unspecified)	10	-23	·	·	·	-3	-1	-2
COC(=O)CSc1nc2ccc(NC(C)=O)cc2s1	·	-48	·	0	16	3	·	·
Cc1ccc(-c2nnc(SC(C)C#N)n2N)cc1 (stereo unspecified)	·	-9	·	-3	-3	1	·	·
CC1(C)Cc2ccccc2-c2n[nH]c(=S)n21	-7	·	12	3	-1	2	-3	27
